# RECQ1 helicase = qHTS Assay for Inhibitors of RecQ-Like Dna Helicase 1 (RECQ1); ATP-dependent DNA helicase Q1 (Homo sapiens), P46063; RECQ1 DNA unwinding, red fluorescence kinetic read; Potency, µM (series often up to 57.3 µM), inactives show at the highest dose activity, negative = inhibition, hits mostly inhibitors; actives 0.54% (n = 240,000);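 also: plate controls were vehicle for no effect and no enzyme for full effect; nearly all actives have a fitted effect of over 30% in size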
# Target sequence (P46063 whole entry, looked up): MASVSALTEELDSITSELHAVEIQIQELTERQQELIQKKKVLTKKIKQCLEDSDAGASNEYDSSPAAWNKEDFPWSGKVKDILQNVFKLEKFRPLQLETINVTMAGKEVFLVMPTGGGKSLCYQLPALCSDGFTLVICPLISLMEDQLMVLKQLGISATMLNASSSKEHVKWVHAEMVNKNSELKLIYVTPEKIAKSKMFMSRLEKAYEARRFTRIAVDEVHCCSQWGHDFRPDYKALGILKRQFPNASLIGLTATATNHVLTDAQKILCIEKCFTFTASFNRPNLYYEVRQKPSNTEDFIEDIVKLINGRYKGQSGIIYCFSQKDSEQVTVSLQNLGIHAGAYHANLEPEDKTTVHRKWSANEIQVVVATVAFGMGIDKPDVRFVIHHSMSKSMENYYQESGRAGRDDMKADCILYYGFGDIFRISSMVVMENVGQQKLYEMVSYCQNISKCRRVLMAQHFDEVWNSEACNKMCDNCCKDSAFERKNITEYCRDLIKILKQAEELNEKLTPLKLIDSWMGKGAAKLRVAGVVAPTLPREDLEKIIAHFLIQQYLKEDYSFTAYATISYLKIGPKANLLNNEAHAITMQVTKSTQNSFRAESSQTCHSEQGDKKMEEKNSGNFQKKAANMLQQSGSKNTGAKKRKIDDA
#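 RECQ1T1 50 nM; forked duplex (20 bp + 30-nt ss tails) 200 nM, ATP 2 mM final; pH 8.0, 2 mM MgCl2, 2.5 ug/ml poly(dI-dC); 15 min compound preincubation; discontinuous kinetic read over 2 h at RT.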
# TexasRed fluor = Total Fluorescence Counterscreen for Inhibitors of the Interaction of Thyroid Hormone Receptor and Steroid Receptor Coregulator 2; TRb/SRC2 Texas Red total fluorescence interference; actives 0.29% (n = 280,000); AID 1479, 2009; Potency, µM (doses to about 106 µM), without a hit: top-dose fluorescence change, negative = quenching; active = well fitted curve in either direction with a large enough effect; inconclusive = small, poorly fitted or top-dose-only effect
#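 Human TRb ligand-binding domain at 0.6 uM with 20 nM Texas Red SRC2 peptide in Tris buffer containing 1 uM T3 and 5% DMSO, incubated with compound 5 h at ambient temperature. Total fluorescence (555/632 nm) calculated as parallel + 2 × perpendicular.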
# TRb-SRC2 inh = qHTS for Inhibitors of the Interaction of Thyroid Hormone Receptor and Steroid Receptor Coregulator 2. TRbeta-SRC2 peptide binding, fluorescence polarization; receptor liganded with 1 µM T3. Potency, µM (titrated, usually from 106 µM), inactives show at the top dose activity change, negative = inhibition, actives largely listed as inhibitors. actives 0.065% (n = 280,000). Thyroid hormone receptor beta (Homo sapiens), P10828. AID 1469, 2008;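 also: plate controls were bound peptide for no effect and peptide without receptor for full effect; nearly all actives have a fitted effect of over 50% in size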
# Target sequence (P10828 whole entry, looked up): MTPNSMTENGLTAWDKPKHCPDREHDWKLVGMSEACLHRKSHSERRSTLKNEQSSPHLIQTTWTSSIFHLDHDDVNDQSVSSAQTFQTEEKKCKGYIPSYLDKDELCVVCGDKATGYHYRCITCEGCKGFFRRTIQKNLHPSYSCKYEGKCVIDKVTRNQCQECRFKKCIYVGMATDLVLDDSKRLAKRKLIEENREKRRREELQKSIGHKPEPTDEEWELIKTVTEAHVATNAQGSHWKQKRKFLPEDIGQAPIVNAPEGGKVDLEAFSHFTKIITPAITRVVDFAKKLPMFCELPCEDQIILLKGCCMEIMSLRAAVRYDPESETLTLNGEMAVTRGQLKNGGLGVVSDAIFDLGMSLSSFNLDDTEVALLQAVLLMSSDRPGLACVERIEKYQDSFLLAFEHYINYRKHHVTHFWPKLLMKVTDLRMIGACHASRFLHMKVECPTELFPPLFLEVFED
#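 A fluorescence polarization screen tested compounds at multiple concentrations against complex formation between 0.6 uM TRb ligand-binding domain and 20 nM Texas Red SRC2 peptide, with 1 uM T3 present; readout after 5 hr.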
# An asterisk follows results filed as active; i = inactive; ? = inconclusive; [ ] = another dose, or the depositor's remark. Unless noted, calls follow the shape of the dose curve; as a rule, active = well fitted curve in the direction sought with a large enough effect; inconclusive = small, poorly fitted or top-dose-only effect, or another doubt; inactive = no such curve, though single readings can be large; an effect the other way counts as inactive or inconclusive. Unless noted, % is scaled to controls: 0 for no effect and ±100 for the full control effect; potency is read from the fitted curve at half-maximal effect.
structure | TRb-SRC2 inh | TexasRed fluor | RECQ1 helicase
C=C1/C(=C\C=C2\CCCC3(C)C2CCC3C(C)/C=C/C(O)C2CC2)CC(O)CC1O (stereo unspecified) | 4.6% | 4.4% | -13.0%
CNC(=S)NCCCCc1cnc[nH]1 | 1.4% | -0.9% | -7.6%
CCOC(=O)CN(Cc1cc(OC)cc(N(C)C)c1OC)C(=O)C1CC(CO[Si](C)(C)C(C)(C)C)=CN1C(=O)OC(C)(C)C (stereo unspecified) | 3.4% | -1.3% | i
COc1ccc(-c2cc(=O)c3c(O)cc(O)c(-c4cc(-c5cc(=O)c6c(O)cc(OC)cc6o5)ccc4OC)c3o2)cc1 | 4.0% | -21.1% | -9.4%
C[C@H](C(=O)O)c1ccc2cc(O)ccc2c1 | 1.2% | -1.3% | -1.0%
COC(=O)c1ccc(-c2ccc(C3C4C=CCC(C)C4C(=O)N3Cc3ccccc3)c(F)c2)cc1 (stereo unspecified) | -0.8% | 0.1% | i
C=C1C(=O)OC2C=C(C)CCC=C(C)CCC12 (stereo unspecified) | 3.1% | -14.9% | ?
COc1ccc(C2/C=C\CN(S(=O)(=O)c3ccc(C)cc3)C(C)C(=O)N2Cc2ccc(F)cc2)cc1 (stereo unspecified) | 7.3% | -1.4% | -7.6%
ONCc1ccccc1 | -16.9% | ? | -1.0%
CCN(CC)CCCCNc1ncc2cc(-c3cc(OC)cc(OC)c3)c(NC(=O)NC(C)(C)C)nc2n1 | -8.5% | -2.8% | 11.7%
C/C=C\C1=CCCC1Nc1ncnc2ccc(-c3c(C)noc3C)cc12 (stereo unspecified) | -6.9% | 0.1% | -7.4%
CC12CCC(/C(=N/O)C1=O)C2(C)C (stereo unspecified) | -0.4% | -0.6% | i
CC(=O)NCCCC[C@H](NC(=O)OC(C)(C)C)C(=O)Nc1ccc2c(C(F)(F)F)cc(=O)oc2c1 | 5.9% | 0.0% | -6.1%
OC[C@@H]1O[C@H](OC2[C@@H](O)[C@@H](O)[C@@H](O)O[C@@H]2CO)[C@H](O)[C@@H](O)[C@@H]1OC1O[C@H](CO)[C@@H](O)[C@H](O)[C@@H]1O (stereo partly specified) | -5.0% | -7.2% | 13.2%
CC[C@H](C)[C@H](NC(=O)[C@H](CCC(=O)O)NC(=O)CNC(=O)[C@@H](NC(=O)[C@@H]1CCCN1C(=O)[C@@H](NC(=O)[C@@H]1CCCN1C(=O)[C@@H]1CCCN1C(=O)[C@H](CC(N)=O)NC(=O)[C@H](CC(N)=O)NC(=O)[C@@H](NC(=O)[C@H](CCSC)NC(=O)[C@H](Cc1c[nH]c2ccccc12)NC(=O)CNC(=O)[C@@H](NC(=O)[C@H](CCC(N)=O)NC(=O)[C@@H](N)CCC(=O)O)[C@@H](C)CC)[C@@H](C)O)[C@@H](C)CC)C(C)C)C(=O)O | -0.8% | -2.6% | -13.1%
Cc1ccc(SCC(Cc2ccccc2)N2CCN(CC(C)C)CCC2=O)cc1 (stereo unspecified) | 3.0% | -2.2% | i
O=C(NCCN1CCOCC1)C1(C(F)(F)F)CC(CCCO)CCCO1 (stereo unspecified) | -9.2% | -0.5% | i
CC(C)C[C@H](NC(=O)[C@H](CCCCN)NC(=O)[C@H](CCCNC(=N)N)NC(=O)[C@H](C)NC(=O)[C@H](CO)NC(=O)[C@H](CCCCN)NC(=O)[C@H](CCCNC(=N)N)NC(=O)[C@H](C)NC(=O)CNC(=O)[C@@H](NC(=O)[C@H](Cc1ccccc1)NC(=O)CNC(=O)CNC(=O)[C@@H](N)Cc1ccccc1)[C@@H](C)O)C(=O)N[C@@H](C)C(=O)N[C@@H](CC(N)=O)C(=O)N[C@@H](CCC(N)=O)C(=O)O | 0.4% | 4.7% | 8.1%
C=C1CCN(C(Cc2ccccc2)C(=O)NC2CCN(Cc3ccccc3)CC2)S(=O)(=O)c2ccccc21 (stereo unspecified) | 2.7% | 0.7% | i
NC(=O)C1CCCN1C(=O)C(Cc1cnc[nH]1)NC(=O)C1CCC(=O)N1 (stereo unspecified) | 3.5% | 1.9% | -16.3%
CC1CC=CC2C1C(=O)N(Cc1ccccc1)C2c1ccc2ccccc2c1C=Cc1ccccc1 (stereo unspecified) | -4.4% | 0.8% | 10.4%
COc1ccc(S(=O)(=O)Nc2cc(OC)cc3cccnc23)cc1 | -5.9% | -0.8% | -1.1%
CC1CCC(O)C/C1=C\C=C1/CCCC2(C)C1CCC2C(C)/C=C/C(C)C(C)C (stereo unspecified) | 5.0% | 0.2% | -15.9%
CC[C@H](C)[C@H](NC(=O)[C@H](CC(C)C)NC(=O)[C@H](CO)NC(=O)[C@H](CCC(=O)O)NC(=O)[C@H](CC(C)C)NC(=O)[C@H](Cc1ccc(O)cc1)NC(=O)[C@H](CCCCN)NC(=O)[C@H](CCCCN)NC(=O)[C@H](C)NC(=O)[C@H](CO)NC(=O)[C@H](CC(C)C)NC(=O)[C@H](CCC(N)=O)NC(=O)CNC(=O)[C@H](CC(C)C)NC(=O)[C@H](CC(C)C)NC(=O)[C@H](CCCNC(=N)N)NC(=O)[C@H](CO)NC(=O)[C@H](Cc1ccccc1)NC(=O)[C@H](CC(=O)O)NC(=O)[C@H](CO)NC(=O)[C@@H](NC(=O)[C@H](Cc1ccccc1)NC(=O)[C@@H](NC(=O)CNC(=O)[C@H](CC(=O)O)NC(=O)[C@H](C)NC(=O)[C@@H](N)Cc1cnc[nH]1)C(C)C)[C@@H](C)O)C(N)=O | 1.8% | -4.0% | -6.8%
CC(=O)c1ccc(C2CC34CN(Cc5cccc(Cl)c5)S(=O)(=O)C3CC2O4)cc1 (stereo unspecified) | -0.1% | 0.3% | -12.9%

# 3 entries from above, arranged by number of heavy atoms, low to high.
structure | TRb-SRC2 inh | TexasRed fluor | RECQ1 helicase
C=C1C(=O)OC2C=C(C)CCC=C(C)CCC12 (stereo unspecified) | 3.1% | -14.9% | ?
C/C=C\C1=CCCC1Nc1ncnc2ccc(-c3c(C)noc3C)cc12 (stereo unspecified) | -6.9% | 0.1% | -7.4%
CC1CCC(O)C/C1=C\C=C1/CCCC2(C)C1CCC2C(C)/C=C/C(C)C(C)C (stereo unspecified) | 5.0% | 0.2% | -15.9%

# The list goes on:
structure | TRb-SRC2 inh | TexasRed fluor | RECQ1 helicase
CCOC(=O)N1CCN([N+]([O-])=NOc2cc(O/N=[N+](\[O-])N(C)C)c([N+](=O)[O-])cc2[N+](=O)[O-])CC1 | 7.6% | -3.9% | 1.9%
CC[C@H](C)[C@H](NC(=O)[C@H](CCC(=O)O)NC(=O)[C@H](C)NC(=O)[C@@H](NC(=O)[C@H](Cc1cnc[nH]1)NC(=O)[C@@H](NC(=O)[C@H](CCC(=O)O)NC(=O)[C@H](C)NC(=O)[C@@H](NC(=O)[C@H](CC(C)C)NC(=O)[C@H](Cc1cnc[nH]1)NC(=O)[C@H](Cc1cnc[nH]1)NC(=O)[C@H](CC(C)C)NC(=O)[C@H](Cc1c[nH]c2ccccc12)NC(=O)[C@H](Cc1ccccc1)NC(=O)[C@H](CCCNC(=N)N)NC(=O)[C@H](CCCNC(=N)N)NC(=O)[C@H](CCCNC(=N)N)NC(=O)[C@H](CC(C)C)NC(=O)[C@H](CC(=O)O)NC(=O)[C@H](CCC(N)=O)NC(=O)[C@@H](NC(=O)[C@H](CO)NC(=O)[C@H](CCCCN)NC(=O)CNC(=O)[C@H](CCCCN)NC(=O)[C@H](CC(=O)O)NC(=O)[C@H](Cc1cnc[nH]1)NC(=O)[C@H](CC(C)C)NC(=O)[C@H](CC(C)C)NC(=O)[C@H](CCC(N)=O)NC(=O)[C@@H](NC(=O)[C@H](CCC(=O)O)NC(=O)[C@H](CO)NC(=O)[C@@H](NC(=O)[C@H](C)N)C(C)C)[C@@H](C)CC)[C@@H](C)CC)[C@@H](C)CC)[C@@H](C)CC)[C@@H](C)O)C(=O)O | -2.8% | 1.2% | -0.9%
CC(C)(CCCCCCCCCCC(C)(C)CC(=O)O)CC(=O)O | -1.7% | -0.5% | -1.6%
COc1cc(NS(=O)(=O)c2ccc([N+](=O)[O-])cc2)c2ncccc2c1 | -0.5% | -0.2% | i
O=C1/C(=C\c2ccc(O)c(O)c2)Oc2cc(O)ccc21 | 24.9% | ? | 20µM*
CC(=O)N[C@@H](CC(C)C)C(=O)N[C@@H](CC(C)C)C(=O)N[C@H](C=O)CCCN=C(N)N | -4.4% | -38.5% | i
Cc1ccc2nsnc2c1S(=O)(=O)Nc1cccc2cccnc12 | -3.5% | -3.0% | -11.4%
C[C@@H]1C(=O)O[C@H]2[C@H](O)[C@@]34[C@H]5CC(C(C)(C)C)[C@]36[C@H](OC(=O)[C@H]6O)O[C@]4(C(=O)O5)[C@@]12O (stereo partly specified) | -0.3% | -2.1% | -26.6%
O=C1N[C@@H]2[C@H](CCCCC(=O)Oc3ccc([N+](=O)[O-])cc3)SC[C@H]2N1 | -9.7% | -4.7% | -7.0%
COc1cc(OC)cc(-c2nnc3n2N=C(c2ccccc2OC)CS3)c1 | 3.4% | -0.5% | 9.1%
NC(N)=NCCC[C@H](N)C(=O)N1CCC[C@H]1C(=O)N1CCC[C@H]1C(=O)NCC(=O)N[C@@H](Cc1ccccc1)C(=O)N[C@@H](CO)C(=O)N1CCC[C@H]1C(=O)N[C@@H](Cc1ccccc1)C(=O)O | 10.5% | -1.4% | -2.4%
CC(=O)Nc1ccn(C2OC(C(COC(C)=O)NC(=O)C3CCCN3C(=O)OC(C)(C)C)C(OC(C)=O)C2OC(C)=O)c(=O)n1 (stereo unspecified) | -1.3% | -1.4% | -1.9%
CCOC(=O)N1CCN(/[N+]([O-])=N/Oc2ccc([N+](=O)[O-])cc2[N+](=O)[O-])C(C)C1 (stereo unspecified) | -6.2% | -0.2% | -11.1%
Cc1cc(I)ccc1Nc1c(C(=O)NOCC2CC2)cc(F)c(F)c1F | 12.7% | -15.1% | -3.6%
Cc1ccsc1CNc1ncnc2ccc(-c3c(C)noc3C)cc12 | 3.1% | -0.8% | -5.1%
CC(C)c1cc(C(C)C)c(S(=O)(=O)Nc2cccc3cccnc23)c(C(C)C)c1 | -9.6% | -1.6% | i
NC(=O)N/N=C/c1ccc(Oc2ccc(F)cc2)cc1 | 3.3% | 4.3% | -6.9%
OC1OC[C@H](O)[C@@H](O)[C@@H]1O (stereo partly specified) | -2.9% | -3.8% | 1.4%
N=C(N)SCCN=C(N)N | 7.8% | -0.9% | -5.5%
CCCCCCCCN=C(N)c1ccc(C(=O)OCC2CCCCC2)cc1 | -8.4% | -0.9% | -12.8%
C[C@H](NC(c1cccc2nc(O)c(O)nc12)P(=O)(O)O)c1ccc(Br)cc1 (stereo partly specified) | -2.2% | -6.0% | -3.9%
CC(C)C[C@H](NC(=O)[C@H]1O[C@@H]1C(=O)O)C(=O)NCCCCN=C(N)N | -0.7% | -1.3% | 22.1%
COc1ccc(CNS(=O)(=O)c2ccc(C)cc2)cc1 | 0.9% | -1.3% | i
O=C1OC2(c3cc(I)c(O)c(I)c3Oc3c2cc(I)c(O)c3I)c2c(Cl)c(Cl)c(Cl)c(Cl)c21 | 25.1µM* | 7.08µM*[fluorescent] | 10µM*
CC(C)(C)OC(=O)N1CCCC1C(=O)NC1COC2CC(n3cc(F)c(=O)[nH]c3=O)OC12 (stereo unspecified) | 3.2% | 1.3% | -7.0%

# Later entries.
structure | TRb-SRC2 inh | TexasRed fluor | RECQ1 helicase
CN(C)c1ccc(-c2c(C3C4C=CCCC4(C)C(=O)N3Cc3ccccc3)ccc3ccccc23)cc1 (stereo unspecified) | -0.3% | -1.7% | -6.2%
COc1cc(-c2oc3cc(O)cc(O)c3c(=O)c2O[C@@H]2O[C@H](CO)[C@@H](O)[C@H](O)[C@H]2O)ccc1O | -4.0% | -5.6% | -9.0%
Cc1cc(O)c(C)c2sc(N)nc12 | -1.5% | -0.7% | -7.1%
CC(C)CN1CCC(=O)N(C(CSc2ccc(Br)cc2)Cc2ccccc2)CC1 (stereo unspecified) | 0.4% | -0.2% | i
c1ccc(-c2ccc(OCCN3CCCC3)cc2)cc1 | 1.6% | -24.8% | -16.9%
C/C=C1\COC(C(=O)NCc2ccccc2)(C(F)(F)F)C=C1C=C(C)C (stereo unspecified) | -1.1% | 1.5% | -12.8%

# Bioassay records deposited in PubChem BioAssay by National Center for Advancing Translational Sciences (NCATS).

# An excerpt; count on the stated rates, not on these rows.
